# Screening data: PubChem BioAssay, several laboratories
# MEKK2 mut-MEK5 – MEK5 binding signal on mutant MEKK2 PB1, primary screen, biochemical, multiplex bead flow cytometry, Alexa488-MEK5 | Alexa488-MEK5 binding to MEKK2 mutant | hit rate 0.35% among 290,000 | AID 1530, 2009 | percent response, % at 10 µM; in the data active = percent response above about 24%, passing the limit was not always enough; note: inactives centre near 1; some results filed as inactive read as strong as hits; reference of the scale not given here
# IDE cell inh – human IDE inhibitors in live cells, primary screen, fluorescence polarization, HEK cells, FAbetaB substrate; AID 434962, 2010; inhibition, % at 5.59 µM; hit rate 0.41% among 320,000; Insulin-degrading enzyme (Homo sapiens), P14735; FAbetaB cleavage;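 active = percent inhibition above the average of all tested compounds plus 3 SD, set per screening campaign, cut at about 16% in these data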;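 note: IDE supplied by intact live HEK cells; FP after avidin binding of uncleaved biotin substrate so inhibition keeps polarization high; 0% = DMSO wells and 100% = 60 µM reference IDE inhibitor Ii1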
# pCIP destab – p/CIP-EGFP fusion destabilizers, primary screen, fluorescence, F442A cells; 16 h; hit rate 0.01% among 290,000; AID 1984, 2009; decrease of EGFP signal, % at 10 µM;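 active = EGFP signal decrease of at least 30% at 10 µM or well 3 SD below plate mean, unless failing retest; inactive = the rest, including hits failing retest or dose response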; note: some compounds called inactive have numbers as strong as hits; many of its hits are not listed in these tables
# Target sequence (Q05BA5 1-1403): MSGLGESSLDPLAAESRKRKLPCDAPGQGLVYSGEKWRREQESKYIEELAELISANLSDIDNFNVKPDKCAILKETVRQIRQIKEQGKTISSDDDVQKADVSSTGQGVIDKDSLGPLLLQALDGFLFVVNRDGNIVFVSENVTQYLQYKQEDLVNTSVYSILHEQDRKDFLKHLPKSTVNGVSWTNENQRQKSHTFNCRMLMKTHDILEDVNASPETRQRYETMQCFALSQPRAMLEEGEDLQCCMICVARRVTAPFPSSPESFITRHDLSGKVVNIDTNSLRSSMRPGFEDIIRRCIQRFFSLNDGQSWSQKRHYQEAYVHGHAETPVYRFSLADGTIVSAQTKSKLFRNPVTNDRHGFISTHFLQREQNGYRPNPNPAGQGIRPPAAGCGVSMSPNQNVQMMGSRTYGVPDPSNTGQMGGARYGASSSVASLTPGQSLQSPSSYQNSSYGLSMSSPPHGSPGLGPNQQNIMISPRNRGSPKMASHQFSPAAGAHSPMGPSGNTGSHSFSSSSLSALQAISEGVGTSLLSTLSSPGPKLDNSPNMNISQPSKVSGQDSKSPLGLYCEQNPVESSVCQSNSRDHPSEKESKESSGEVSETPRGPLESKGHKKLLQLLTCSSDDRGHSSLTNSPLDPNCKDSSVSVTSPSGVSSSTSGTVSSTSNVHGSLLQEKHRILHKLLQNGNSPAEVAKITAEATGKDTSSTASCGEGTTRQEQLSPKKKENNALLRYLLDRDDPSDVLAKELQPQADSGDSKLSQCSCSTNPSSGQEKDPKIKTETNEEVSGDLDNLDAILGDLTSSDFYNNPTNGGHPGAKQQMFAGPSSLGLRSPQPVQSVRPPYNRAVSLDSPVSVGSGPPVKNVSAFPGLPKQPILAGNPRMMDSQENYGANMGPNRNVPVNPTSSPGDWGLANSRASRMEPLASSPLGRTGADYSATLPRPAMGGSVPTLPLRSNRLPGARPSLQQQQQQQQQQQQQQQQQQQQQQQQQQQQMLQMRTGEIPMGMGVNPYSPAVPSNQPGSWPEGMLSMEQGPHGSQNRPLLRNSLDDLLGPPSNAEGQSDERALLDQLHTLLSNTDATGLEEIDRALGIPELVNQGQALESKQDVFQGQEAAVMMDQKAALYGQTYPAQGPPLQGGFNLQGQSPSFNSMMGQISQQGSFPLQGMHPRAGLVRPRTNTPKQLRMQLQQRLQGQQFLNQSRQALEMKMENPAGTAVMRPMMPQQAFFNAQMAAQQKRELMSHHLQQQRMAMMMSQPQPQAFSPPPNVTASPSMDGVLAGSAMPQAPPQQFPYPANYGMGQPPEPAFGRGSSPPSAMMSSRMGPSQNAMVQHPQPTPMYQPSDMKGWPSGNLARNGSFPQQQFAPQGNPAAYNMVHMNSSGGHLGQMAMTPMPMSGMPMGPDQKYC
# MEKK2 WT-MEK5 – modulators of MEK5 binding to wildtype MEKK2, primary screen, biochemical, multiplex bead flow cytometry, Alexa488-MEK5. Alexa488-MEK5 binding to MEKK2 WT; actives lie on both sides. binding response (% of control), % at 10 µM. hit rate 1.1% among 290,000. Mitogen-activated protein kinase kinase kinase 2 (Homo sapiens), Q9Y2U5; in the data active = binding response below about 67% or above about 130%
# SUMO HTRF inh – inhibitors of in vitro SUMOylation cascade, primary screen, biochemical, HTRF, uHTS; HTRF SUMOylation assay, SAE1/SAE2 + UBC9; inhibition, % at 35 µM; hit rate 0.36% among 290,000; AID 2006, 2009; SUMO-conjugating enzyme UBC9 (Homo sapiens), P63279; in the data active = inhibition above about 50%, passing the limit was not always enough; note: strong numbers were not always called active
# IDE cell activ – human IDE activators in live cells, primary screen, fluorescence polarization, HEK cells, FAbeta-B substrate; hit rate 0.073% among 340,000; FAbeta-B cleavage; 0% vehicle, 100% cell-free pure enzyme wells; activation, % at 5.96 µM; AID 493087, 2011; Insulin-degrading enzyme (Homo sapiens), P14735;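 active = activation above the mean of all tested compounds plus 3 SD, set per screening campaign, cut at about 17% in these data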
# NALP1 yeast inh – NALP1 inflammasome inhibitors in reconstituted yeast, colorimetric, S. cerevisiae, triplicate retest | AID 2071, 2009 | inhibition, % at 10 µM | S. cerevisiae NALP1/ASC/caspase-1 growth, X-gal OD620, 72 h | hit rate 0.61% among 280,000; in the data active = inhibition mostly above about 24%, no sharp cut-off; inactive = mostly below about 32%; note: some compounds called inactive have numbers as strong as hits
# MEKK3 PB1 HTS – modulators of MEKK3-MEK5 PB1 binding, primary screen, biochemical, wildtype MEKK3, multiplex bead flow cytometry, Alexa488-MEK5 | hit rate 1.4% among 290,000 | binding response (% of control), % at 10 µM | bead-based flow cytometry, Alexa488-MEK5 binding to MEKK3; actives lie on both sides; 0 = blocked by unlabeled MEK5, 100 = vehicle;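 active = binding response more than 3 SD above or below the average of its plate-row segment, actives on both sides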;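 note: Alexa488 bead fluorescence after subtracting the streptavidin-only scavenger bead signal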
# PfM18AAP inh – PfM18AAP inhibitors, malaria aminopeptidase, primary screen, biochemical, QFRET, recombinant enzyme | M18 aspartyl aminopeptidase (Plasmodium falciparum 3D7) | hit rate 1.2% among 290,000 | H-Glu-NHMec fluorogenic cleavage | inhibition, % at 7.35 µM | AID 1822, 2009;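 active = inhibition above the campaign mean inhibition over all tested compounds plus 3 SD, cut at about 28% in these data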;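 note: 0% = plate median of test compound wells and 100% = 2 mM ZnCl2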
# * hit, by the source's call; . = not tested or not shown.
SMILES,MEKK2 mut-MEK5,IDE cell inh,pCIP destab,MEKK2 WT-MEK5,SUMO HTRF inh,IDE cell activ,NALP1 yeast inh,MEKK3 PB1 HTS,PfM18AAP inh
COc1ccccc1NC(=O)CSc1nc(O)c(Cc2ccccc2)c(=O)[nH]1,4,1,-4,100,18,0,6,103,6
O=c1[nH]c(CSc2nnc(Nc3ccccc3)s2)nc2ccccc12,13,-2,2,105,16,6,-13,104,3
C=CCn1c(CCNC(=O)c2ccccc2F)nnc1SCC(=O)Nc1nc2ccccc2s1,-3,0,-8,87,-19,-3,6,84,3
Cc1nn2c(NCCN(C)C)c3c(nc2c1-c1ccccc1)CCC3,3,-3,14,99,-10,-1,.,91,0
Cc1cc(/C=C(/C#N)c2nc3ccccc3[nH]2)c(C)n1-c1ccccc1C(=O)O,2,11,5,96,0,-6,3,103,9
COc1ccc(OC)c(NC(=O)c2cc3ccccc3o2)c1,5,9,-9,107,4,3,4,101,3
Cc1ccc(OCC(=O)N(Cc2ccco2)C2CCS(=O)(=O)C2)cc1C (stereo not drawn),-6,-3,-5,97,2,5,-4,101,-17
CC(=O)NCc1cc(-c2ccc(Cl)cc2)no1,-7,6,-2,102,17,5,10,98,-2
COC(=O)COc1ccc2cccc(-n3cnnn3)c2c1,-8,-4,-6,87,15,1,3,96,0
O=C(NCCc1ccccn1)/C(=C/c1ccco1)NC(=O)c1ccccc1,-2,-5,-6,100,6,-2,11,101,-4
COc1ccc(C/C(C)=N/NC(=O)C2COc3ccccc3O2)cc1 (stereo not drawn),-2,-3,8,97,0,1,7,106,-1
CCOC(=O)N1CCC(NC(=O)CS(=O)(=O)Cc2nc(-c3ccccc3Cl)oc2C)CC1,3,2,-13,101,6,7,17,102,-5
CCC(=O)NC(=S)Nc1cccc(NC(=O)c2ccccc2)c1,0,2,7,110,2,5,12,109,5
Cc1cc(C)c(C#N)c(N2CCN(CCOc3ccc(Cl)cc3)CC2)n1,4,9,-34,111,0,1,22,102,-10
CNC(=S)N/N=C/c1cc(C)ccc1C,-1,-7,-5,101,17,9,-8,102,-7
O=C1c2ccccc2NC(c2ccc3c(c2)OCCO3)N1c1ccc2c(c1)OCCO2 (stereo not drawn),3,-2,-3,98,22,3,-1,104,3
Cc1cc(C(=O)COc2ccc3ccc(=O)oc3c2)c(C)n1C,0,2,8,96,10,6,11,99,7
O=C1NC(c2ccncc2)Nc2sc3c(c21)CCCC3 (stereo not drawn),-13,-3,5,81,4,-2,14,77,20
S=C(NCCCN1CCOCC1)Nc1ccc(Nc2ccccc2)cc1,-1,1,-12,105,1,3,17,98,3
C[N+]1(CC(=O)OCCCC2CCCCC2)CCCC1,-6,3,-4,95,2,8,8,105,-10

# Three compounds already listed, ordered by their value in NALP1 yeast inh, highest first:
SMILES | MEKK2 mut-MEK5 | IDE cell inh | pCIP destab | MEKK2 WT-MEK5 | SUMO HTRF inh | IDE cell activ | NALP1 yeast inh | MEKK3 PB1 HTS | PfM18AAP inh
CCC(=O)NC(=S)Nc1cccc(NC(=O)c2ccccc2)c1 | 0 | 2 | 7 | 110 | 2 | 5 | 12 | 109 | 5
CC(=O)NCc1cc(-c2ccc(Cl)cc2)no1 | -7 | 6 | -2 | 102 | 17 | 5 | 10 | 98 | -2
CNC(=S)N/N=C/c1cc(C)ccc1C | -1 | -7 | -5 | 101 | 17 | 9 | -8 | 102 | -7

# Remaining list, next part.
SMILES,MEKK2 mut-MEK5,IDE cell inh,pCIP destab,MEKK2 WT-MEK5,SUMO HTRF inh,IDE cell activ,NALP1 yeast inh,MEKK3 PB1 HTS,PfM18AAP inh
O=[N+]([O-])c1cccc(-c2ccc(/C=N/NC(=S)NCc3ccco3)o2)c1,-8,4,-4,90,5,9,.,99,6
CC(c1ccccc1)N1C(=O)c2cccnc2C1=O (stereo not drawn),6,1,-24,107,8,-1,-1,105,-4
O=C(Nc1ccc2c(c1)OCO2)c1ccc2c(c1)S(=O)(=O)c1ccccc1C2=O,4,0,.,106,.,3,.,109,.
N#Cc1cnc(Oc2ccc(Cl)cc2)nc1N,13,-1,-7,112,24,4,-3,104,-12
O=c1cc(O)c2sc3nc4c(c(C(F)(F)F)c3c2[nH]1)CCCCC4,0,7,-6,99,21,4,.,99,2
COc1ccc(-c2nn(-c3ccccc3)cc2/C=N/n2cnnc2)cc1OC,-12,5,-6,91,8,5,2,83,2
O=C(N/C(=C/c1cccs1)C(=O)N1CCCCCC1)c1ccccc1,1,-3,-6,85,15,4,-50,84,-1
Cc1oc(C(C)(C)C)cc1C(=O)NCC(=O)NCC(=O)O,.,2,-4,.,11,-3,31,.,-4
N#Cc1cc2c(nc1SCC(=O)O)CCCC2,-4,-1,-8,95,11,-1,13,94,-11
CCc1ccc(NC(=O)COc2ccc(F)cc2C(=O)c2cnn(-c3ccccc3)c2)cc1,14,0,-8,124,-16,6,29,105,3
COCC(C)NC(=O)/C=C/c1ccc(OC)cc1 (stereo not drawn),-10,5,-9,97,12,1,17,98,-3
COc1cccc(C(=O)CSc2nnnn2C2CCCCC2)c1,-3,-4,-11,103,18,4,6,100,8
CC1=C(C(=O)OCc2ccccc2)C(c2ccc([N+](=O)[O-])cc2)NC(=O)N1CCCC(=O)O (stereo not drawn),-7,-5,9,98,1,-2,-2,99,15
CCc1ccc(CN2CCC(C(=O)Nc3ccc(Oc4ccccc4)nc3)CC2)o1,4,4,-11,112,8,-2,-6,103,-1
O=C(NCC1CC1)Nc1ccccc1,-5,.,1,96,5,-5,6,98,-8
CCCCCCCC(=O)NNC(=O)c1c(O)c2ccccc2[nH]c1=O,2,-5,-5,105,14,7,.,112,-5
Cn1c(COc2cccc3cccnc23)nnc1SCC(=O)O,2,7,3,103,12,1,15,102,-10
NC(=NC(=O)c1ccc(OC(F)(F)F)cc1)c1ccc(C(F)(F)F)cn1,10,0,-10,124,-2,4,5,103,0
CC(C)(C)S(=O)(=O)c1cnc(N2CCCCC2)nc1N,3,7,12,103,-1,-2,-11,103,-6
COc1cccc(CNc2ccc(N3CCCCC3)cc2)c1OC,3,6,-8,100,0,-3,11,98,8
Brc1ccc(-c2nnc(Cc3ccccc3)o2)cc1,13,1,2,107,4,.,-1,105,3
COc1ccc(/C=C2\SC(=O)N(CC(=O)NNC(=O)c3ccccc3O)C2=O)cc1OC,16,7,-9,116,14,1,17,99,3
O=C(CCCc1nc2ccccc2s1)NCc1ccccc1,1,0,-5,98,-3,5,39,99,-4
Cc1cccc(C(=O)NNC(=O)CCC(=O)Nc2cccc(Cl)c2C)c1,14,-3,-8,104,0,-5,18,105,2
CCCc1nc(SCC(=O)N2CCCC2)c2c(=O)n(C)c(=O)n(C)c2n1,-1,3,-4,101,10,5,13,100,-8
Cc1ccc(S(=O)(=O)N2CCN(c3ccc(C(F)(F)F)cc3[N+](=O)[O-])CC2)cc1,6,-2,-6,106,-18,0,14,100,-2
COc1ccc(C(=O)NC2CCCCC2)cc1S(=O)(=O)N1CCOCC1,-1,0,4,97,8,1,3,101,-11
COc1ccc(CCNC(=S)c2ccccc2)cc1OC,-4,3,-24,102,5,0,23,98,-7
COc1ccc(NC(=O)c2ccc3nc(C)sc3c2)cc1,3,-2,-10,102,11,2,22,102,-10
Cn1c(SCc2cccc(Br)c2)nc2c1c(=O)[nH]c(=O)n2C,3,-1,-8,108,12,4,16,111,0
NNC(=O)CCc1nc2ccc(O)cc2[nH]1,-5,0,6,92,4,5,-4,99,-4
O=C(Cn1nnc(-c2ccccc2Cl)n1)N/N=C/c1ccc(-c2cccc(Cl)c2)o1,-1,1,-1,100,22,3,23,111,-2
CCN(CC)CCCOc1nc(C)nc2c1oc1ccccc12,-3,.,2,101,-4,0,14,96,-14
CCN(CC)C(=O)C1=C(C)NC(=S)NC1c1cn(-c2ccccc2)nc1-c1ccc(Cl)cc1 (stereo not drawn),6,-2,5,101,-14,3,1,104,-2
O=C(NC1CCCCC1)c1ccc(CNc2c(N3CCOCC3)c(=O)c2=O)cc1,13,0,-4,111,10,5,0,113,3
COc1ccc(N2CCN(C(=O)CNC(=O)c3cn(-c4ccccc4OC)c(=O)c4ccccc34)CC2)cc1,-17,3,9,85,-11,-1,11,85,-4
Cc1nc2n(COCCO)cnn2c(=O)c1Br,-7,1,-9,97,-2,2,11,94,-5
CC1Cc2ccccc2N1C(=O)CSc1nnc(CSc2ncccn2)n1C (stereo not drawn),9,0,-6,107,8,-2,7,102,-2
COc1ccc(S(=O)(=O)Nc2ccc3ccccc3c2)cc1C,18,-1,-10,132,-2,3,10,110,-5
NC1=NC(c2ccccc2)=NC1(NC(=O)c1ccccc1)C(Cl)Cl (stereo not drawn),-11,7,5,97,15,4,.,90,-3
O=C(Nc1ccc(NC(=O)c2sc3ccccc3c2Cl)cc1)c1ccco1,8,-2,-14,100,23,-1,19,99,-2
CCOc1ccccc1NC1c2ccccc2C(=O)N1c1cccnc1 (stereo not drawn),1,5,4,98,3,2,5,100,-7
CCn1c(SCCC(=O)O)nnc1-c1cccnc1,-1,2,-12,99,9,4,7,105,-1
COCC(C)n1c(C)cc(C(=O)COC(=O)/C=C/c2cccc(F)c2)c1C (stereo not drawn),-3,6,-10,90,-5,-4,5,82,3
O=C(Nc1nnc(SCC(=O)N2CCOCC2)s1)c1ccccc1Cl,-3,-4,-6,92,-8,2,32,93,-1
CN(C(=O)CSc1nncn1C)C1CCCN(Cc2ccccc2F)C1 (stereo not drawn),0,2,3,98,-1,4,12,98,-1
Cc1cc(C)c(NC(=O)Cc2ccc(-n3cccc3)cc2)c(C)c1,-2,0,-21,93,17,8,31,94,-7
CCOc1cc(/C=N\NC(=O)Cn2nc([N+](=O)[O-])cc2C)ccc1OCc1cccc2ccccc12,1,1,0,98,16,5,14,101,-2
CC1(C)CC2(CCCN(CC(O)(c3ccccc3)c3ccccc3)C2)CCO1 (stereo not drawn),-13,0,2,84,4,3,15,80,-1
Nc1nc(CSc2nc3ccccc3s2)nc(N2CCOCC2)n1,-4,6,-10,97,-7,-2,-3,100,-2
O=C(c1ccc(N2CCCCC2)c([N+](=O)[O-])c1)N1CCN(c2ccccn2)CC1,4,5,-2,103,-10,1,-7,103,7
COc1cc(NC(=O)C2CCCN(S(=O)(=O)c3ccc4c(c3)oc(=O)n4C)C2)cc(OC)c1 (stereo not drawn),8,-4,-2,117,11,-3,-17,118,-8
COc1ccc(Cc2nnc(NC(=O)c3ccccc3[N+](=O)[O-])s2)cc1,-1,-1,6,102,14,2,22,99,7
COC(=O)c1cc(=O)nc2sc(-c3ccccc3)nn12,10,-1,-6,118,25,-5,-5,110,-1
COc1ccc(NC(=O)C2=C(C)NC(=O)NC2c2ccccc2[N+](=O)[O-])cc1 (stereo not drawn),-9,3,-3,95,13,3,1,95,-8
COc1ccc(N(C(=O)COc2ccccc2)C2C=CS(=O)(=O)C2)cc1 (stereo not drawn),7,5,0,109,0,4,2,109,2
COC(=O)c1c(NC(=O)CSc2nnnn2-c2ccccc2)sc2c1CCCC2,-8,-3,-6,100,9,-2,31,101,-2

# Not all compounds are listed; rates above refer to the full screens.
